# NCI-60 one-dose screen, 48 h, at 10 µM unless noted. Numbers give growth in % (100 = growth as untreated, 0 = no growth, -100 = all killed).
# NCI-H460 – NCI-H460 lung cancer; actives 6.8% (n = 82,000)
# HCT-15 – HCT-15 colon cancer. actives 5.2% (n = 82,000). AID 1794746
# HCT-116 – HCT-116 colon cancer; actives 7.3% (n = 82,000)
# COLO 205 – COLO 205 colon cancer. AID 1794742. actives 7.3% (n = 79,000)
# NCI-H322M – NCI-H322M lung cancer; actives 2.7% (n = 80,000)
# NCI-H226 – NCI-H226 lung cancer. actives 3.5% (n = 79,000). AID 1794732
# NCI-H522 – NCI-H522 lung cancer | actives 8% (n = 78,000) | AID 1794739
# NCI/ADR-RES – NCI/ADR-RES ovarian cells. AID 1794790. actives 4.4% (n = 81,000)
# NCI-H23 – NCI-H23 lung cancer. actives 4% (n = 80,000)
# * marks the source's active call; other numbers are inactive results; / = not tested or not shown; & = joins results of further samples. How the source made its calls: active means growth percent below 10; inactive means the rest.
No.	Compound	NCI-H460	HCT-15	HCT-116	COLO 205	NCI-H322M
1	CN(C)Cc1ccc([N+](=O)[O-])cc1	110	104	99	101	116
2	COc1ccc(/C=N/NC(=O)COc2cc(=O)n(C)c3ccccc23)cc1	105	105	107	/	105
3	Fc1ccc(-c2ccnc3nc(-c4cccnc4)nn23)cc1	102	96	102	111	98
4	CCOC(=O)C(CC)Cc1ccc(OC)c(OC)c1 (stereo unspecified)	101	119	96	115	98
5	O=C(O)c1ccccc1C(c1ccccc1)c1ccccc1	117	111	104	106	99
6	CN1C(=O)C2(SCC(C(=O)NCC(=O)OC(C)(C)C)N2C(=O)C2CCCCC2)c2ccccc21 (stereo unspecified)	102	97	96	100	95
7	O=C(Nc1ccc(Cl)c(C(F)(F)F)c1)c1cc(-c2ccc(F)cc2F)ccc1O	109	102	96	111	95
8	COc1cc(NS(=O)(=O)c2ccc(N)cc2)nc(OC)n1	108	101	104	113	100

No.	NCI-H226	NCI-H522	NCI/ADR-RES	NCI-H23
1	107	96	105	103
2	110	89	108	102
3	100	96	109	105
4	95	105	99	98
5	102	85	115	107
6	92	81	98	94
7	95	94	96	99
8	106	102	110	102

# Carrying on:
No.	Compound	NCI-H460	HCT-15	HCT-116	COLO 205	NCI-H322M
9	CC1CC(C)C(C)C(CO)C1 (stereo unspecified)	105	103	101	105	99
10	CC/C=C\C[C@H](O)C/C=C1/C(=O)C(Cl)=C[C@@H]1C/C=C\CCCC(=O)OC	-32*	-62*	-84*	-62*	32
11	CN(O)c1nc(N(C)O)[nH]c(=O)n1	105	91	88	101	133
12	COc1cc(NC(=O)CCSc2nc3ccc(Cl)cc3c(=O)n2-c2ccc(F)cc2)cc(OC)c1OC	95	84	88	106	85
13	CCC(c1ccc2cc(O)ccc2c1)C(C)(C)C(=O)O (stereo unspecified)	111	100	99	115	107
14	O=c1oc2c(Cl)cc(Cl)cc2cc1-c1cs/c(=N/N=C\c2ccc(Cl)cc2)n1/N=C/c1ccc(Cl)cc1	106	110	94	105	99
15	CN(Cc1ccc(Nc2ccccc2)cc1)C1CCCCC1	108	83	97	96	111
16	CCN1CCC(=O)N2[C@H](c3ccc(Cl)cc3)c3[nH]c4ccccc4c3C[C@H]2C1=O	103	94	86	119	97

No.	NCI-H226	NCI-H522	NCI/ADR-RES	NCI-H23
9	100	108	100	96
10	-11*	-67*	14	-44*
11	93	105	104	92
12	82	46	93	95
13	102	99	111	107
14	102	73	105	90
15	102	95	104	97
16	95	101	98	96

# (next part)
No.	Compound	NCI-H460	HCT-15	HCT-116	COLO 205	NCI-H322M
17	Cc1noc(C)c1CSc1nc2ccccc2n1C	116	113	110	113	105
18	O=C(COc1ccc(-c2cc3ccccc3[nH]2)cc1)Nc1ccc(S(=O)(=O)Nc2nccs2)cc1	102	111	100	112	/
19	S=C(NCCN1CCOCC1)C(=S)NCCN1CCOCC1	108&116	96&100	102&98	113&101	91&105
20	COc1cc(/C=C2\CN(C(=O)OC(C)(C)C)C/C(=C\c3ccc(O)c(OC)c3)C2=O)ccc1O	92	98	69	110	100
21	CCOC(=O)c1csc(NC(=O)c2ccc(N3CCN(C)CC3)c([N+](=O)[O-])c2)n1	101	99	88	99	96
22	Cc1ccc(N(C(=O)CCc2c[nH]c3ccccc23)[C@H](C(=O)Nc2cccc([N+](=O)[O-])c2)c2ccc(N(C)C)cc2)cc1	95	92	80	93	92
23	CC1(C)C/C(=C\c2ccccc2[N+](=O)[O-])C(=O)c2ccccc21	98	97	90	111	104
24	Nc1c2nc[nH]c2c(N)c2[nH]c(=O)c(=O)[nH]c12	105	99	104	112	97

No.	NCI-H226	NCI-H522	NCI/ADR-RES	NCI-H23
17	95	/	118	102
18	/	90	96	95
19	98&105	94&106	108&106	105&108
20	95	64	102	98
21	73	79	93	86
22	82	81	94	92
23	95	95	100	109
24	104	96	98	97

# Structural class: the entries above containing a COOH group
No.	Compound	NCI-H460	HCT-15	HCT-116	COLO 205	NCI-H322M
5	O=C(O)c1ccccc1C(c1ccccc1)c1ccccc1	117	111	104	106	99
13	CCC(c1ccc2cc(O)ccc2c1)C(C)(C)C(=O)O (stereo unspecified)	111	100	99	115	107

No.	NCI-H226	NCI-H522	NCI/ADR-RES	NCI-H23
5	102	85	115	107
13	102	99	111	107

# (more compounds)
No.	Compound	NCI-H460	HCT-15	HCT-116	COLO 205	NCI-H322M
25	C=CCOC(=O)c1ccccc1C(=O)OCC=C	104	105	90	/	110
26	CC1COCC(C)N1 (stereo unspecified)	105	102	104	111	106
27	N#Cc1cn(Cc2ccc(Cl)cc2Cl)c(C(=O)c2ccc(Br)cc2)c1N	96	95	101	114	95
28	Cn1c(=O)c2[nH]c(-c3ccc(OCCCCl)cc3)nc2n(C)c1=O	107	110	101	123	100
29	O=C1C(Cl)=C(NCc2ccc(Cl)cc2)C(=O)N1Cc1ccc(Cl)cc1	105	75	63	96	89
30	CCCCCCC1(C)NC(=O)NC1=O (stereo unspecified)	102&108&116	103&107&102	97&100&105	111&109&105	114&104&91
31	COc1ccc(-c2nn(-c3ccccc3)cc2/C=c2\sc3nc(Cc4ccccc4)nn3c2=O)cc1	106&108	116&100	106&101	118&112	107&94
32	c1ccc(N=c2scc(-c3ccccc3)n2-c2cccc(-n3c(-c4ccccc4)csc3=Nc3ccccc3)c2)cc1	106	105	104	121	98
33	C=CCn1c(SCC(=O)N2CCN(c3cc4c(cc3F)c(=O)c(C(=O)O)cn4C3CC3)CC2)nnc1-c1ccc(Cl)cc1	103	110	98	112	103

No.	NCI-H226	NCI-H522	NCI/ADR-RES	NCI-H23
25	97	99	/	96
26	101	89	110	108
27	76	91	89	94
28	95	100	104	99
29	87	81	96	92
30	92&101&108	72&103&88	101&107&103	97&104&103
31	103&99	106&95	105&96	101
32	83	88	105	/
33	101	71	110	104

# Looked up by compound from the entries so far:
No.	Compound	NCI-H460	HCT-15	HCT-116	COLO 205	NCI-H322M
32	c1ccc(N=c2scc(-c3ccccc3)n2-c2cccc(-n3c(-c4ccccc4)csc3=Nc3ccccc3)c2)cc1	106	105	104	121	98
33	C=CCn1c(SCC(=O)N2CCN(c3cc4c(cc3F)c(=O)c(C(=O)O)cn4C3CC3)CC2)nnc1-c1ccc(Cl)cc1	103	110	98	112	103
29	O=C1C(Cl)=C(NCc2ccc(Cl)cc2)C(=O)N1Cc1ccc(Cl)cc1	105	75	63	96	89

No.	NCI-H226	NCI-H522	NCI/ADR-RES	NCI-H23
32	83	88	105	/
33	101	71	110	104
29	87	81	96	92

# Exported as labelled records: entries from further up
25. C=CCOC(=O)c1ccccc1C(=O)OCC=C
  NCI-H460: 104
  HCT-15: 105
  HCT-116: 90
  COLO 205: /
  NCI-H322M: 110
  NCI-H226: 97
  NCI-H522: 99
  NCI/ADR-RES: /
  NCI-H23: 96

26. CC1COCC(C)N1 (stereo unspecified)
  NCI-H460: 105
  HCT-15: 102
  HCT-116: 104
  COLO 205: 111
  NCI-H322M: 106
  NCI-H226: 101
  NCI-H522: 89
  NCI/ADR-RES: 110
  NCI-H23: 108

# Entries of single compounds from above:
# C=CCn1c(SCC(=O)N2CCN(c3cc4c(cc3F)c(=O)c(C(=O)O)cn4C3CC3)CC2)nnc1-c1ccc(Cl)cc1 reads NCI-H460: 103; HCT-15: 110; HCT-116: 98; COLO 205: 112; NCI-H322M: 103; NCI-H226: 101; NCI-H522: 71; NCI/ADR-RES: 110; NCI-H23: 104
# N#Cc1cn(Cc2ccc(Cl)cc2Cl)c(C(=O)c2ccc(Br)cc2)c1N reads NCI-H460: 96; HCT-15: 95; HCT-116: 101; COLO 205: 114; NCI-H322M: 95; NCI-H226: 76; NCI-H522: 91; NCI/ADR-RES: 89; NCI-H23: 94

# Screens: PubChem BioAssay, NCI
